# GLD-1 RNA inh = GLD-1-TGE RNA interaction inhibition (C. elegans); Q17339; purified GLD-1 + fluorescein TGE RNA, fluorescence polarization; inhibition, % at 5.96 µM; 320,000 compounds, 0.44% hits; AID 2280;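 active = percent inhibition above a per-plate cutoff, the plate mean of test compounds plus 3 SD, cut at about 30% in these data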;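 note: 0% = DMSO wells with GLD-1 and probe and 100% = wells lacking GLD-1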
# GSTO1 inh = blocks human GSTO1 in RBBP9 counter-screen; 300,000 compounds, 1.1% hits; P78417; recombinant GSTO1, activity-based probe fluorescence polarization; inhibition, % at 5.96 µM;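 active = inhibition above the campaign mean inhibition plus 3 SD, cut at about 35% in these data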;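 note: 0% = GSTO1-1 with DMSO and 100% = wells lacking GSTO1-1 enzyme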
# Target sequence (P78417 whole entry, looked up): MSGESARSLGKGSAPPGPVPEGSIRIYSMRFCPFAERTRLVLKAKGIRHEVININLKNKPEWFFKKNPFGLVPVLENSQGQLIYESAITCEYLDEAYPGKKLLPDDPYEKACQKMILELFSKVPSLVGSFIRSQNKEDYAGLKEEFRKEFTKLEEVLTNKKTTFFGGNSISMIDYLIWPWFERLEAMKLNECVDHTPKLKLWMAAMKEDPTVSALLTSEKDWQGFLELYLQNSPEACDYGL
# MEX-5 binding = C. elegans MEX-5 TCR-2 RNA binding activity. Q9XUB2. MEX-5/FITC-TCR2 RNA binding, fluorescence polarization; stronger effect = lower value. activity score (negative = inhibition of binding), % at 10 µM. 300,000 compounds, 0.38% hits;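 active = inhibition past about -25% in most replicates, and total fluorescence under double the plate's negative control median, limit read from the data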;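 note: 0% = DMSO and -100% = 5 µM competing unlabeled TCR2 RNA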
# TPT1 inh = blocks Candida albicans tRNA 2'-phosphotransferase. AID 1962. 300,000 compounds, 0.81% hits. inhibition, % at 5 µM. recombinant caTPT1, FP RNA substrate dephosphorylation;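 active = inhibition above the mean of all tested compounds plus 3 SD, set per screening campaign, cut at about 24% in these data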;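 note: plate controls were DMSO alone for no effect and ferristatin control at 100 nM for full effect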
# PAD4 FP inh = PAD4 (human) enzyme inhibition. Q9UM07. recombinant PAD4, RCA probe fluorescence polarization. inhibition, % at 6.36 µM. 330,000 compounds, 0.41% hits;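 active = percent inhibition above a cutoff equal to the mean of all tested compounds plus 3 SD, cut at about 15% in these data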;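 note: 0% = PAD4 with RCA probe and DMSO and 100% = probe without PAD4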
# BCLXL inh = blocks human Bcl-xL binding to Bim BH3 peptide; Q07817; GST-Bcl-xL / FITC-Bim BH3 peptide fluorescence polarization; inhibition, % at 10.9 µM; 320,000 compounds, 0.7% hits;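 active = inhibition above the mean of all tested compounds plus 3 SD, cutoff set per campaign, cut at about 30% in these data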;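 note: 0% = DMSO wells and 100% = unlabeled Bim-BH3 peptide competitor; inhibitors lower millipolarization by displacing the labeled peptide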
# Target sequence (Q07817 whole entry, looked up): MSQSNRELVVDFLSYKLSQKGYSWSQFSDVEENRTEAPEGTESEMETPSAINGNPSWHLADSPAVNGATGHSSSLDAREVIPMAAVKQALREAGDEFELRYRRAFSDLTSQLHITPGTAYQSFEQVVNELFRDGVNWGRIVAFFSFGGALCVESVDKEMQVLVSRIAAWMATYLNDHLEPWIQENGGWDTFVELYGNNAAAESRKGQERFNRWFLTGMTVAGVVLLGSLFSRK
# PME-1 primary = blocks human protein phosphatase methylesterase 1; Q9Y570; recombinant PME-1, FP-Rh probe fluorescence polarization; inhibition, % at 5.9 µM; 320,000 compounds, 0.53% hits; AID 2130;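 active = inhibition above the campaign mean of all compounds plus 3 SD, cut at about 26% in these data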;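 note: competitive labeling of PME-1 active site by serine hydrolase directed probe; 0% = PME-1 with DMSO and 100% = wells lacking PME-1 enzyme; inhibitors block probe labeling so polarization falls and inhibition rises; many of its hits are not listed in these tables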
# Target sequence (Q9Y570 whole entry, looked up): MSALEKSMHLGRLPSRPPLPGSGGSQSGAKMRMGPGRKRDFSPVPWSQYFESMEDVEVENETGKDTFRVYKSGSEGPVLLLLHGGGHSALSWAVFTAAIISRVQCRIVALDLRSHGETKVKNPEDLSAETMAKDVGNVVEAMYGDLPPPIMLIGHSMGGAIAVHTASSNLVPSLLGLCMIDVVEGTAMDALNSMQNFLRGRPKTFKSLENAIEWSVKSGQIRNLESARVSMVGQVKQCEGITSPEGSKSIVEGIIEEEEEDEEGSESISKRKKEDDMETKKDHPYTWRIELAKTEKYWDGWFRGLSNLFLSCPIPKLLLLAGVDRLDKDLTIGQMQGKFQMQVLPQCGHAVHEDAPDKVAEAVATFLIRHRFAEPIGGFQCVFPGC
# Fam108B inh = blocks mouse Fam108B hydrolase in RBBP9 counter-screen. recombinant Fam108B, FP-Rh probe fluorescence polarization. inhibition, % at 9.51 µM. 300,000 compounds, 0.33% hits. AID 1947;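 active = inhibition above the screen mean inhibition plus 3 SD, computed separately per campaign, cut at about 18% in these data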;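 note: inhibitors lower polarization as less probe binds the enzyme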
# MCL1-BIM inh = MCL1-BIM-BH3 interaction inhibition (human); Q07820; GST-MCL1 / FITC-Bim-BH3 fluorescence polarization; inhibition, % at 10.9 µM; 320,000 compounds, 0.68% hits;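 active = inhibition above the mean inhibition of all tested compounds plus 3 SD, set per campaign, cut at about 40% in these data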;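 note: 0% = DMSO wells and 100% = unlabeled Bim-BH3 peptide control; higher means more loss of mP so more displacement of Bim peptide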
# The depositor's hits bear a star; x = not tested or not shown. A portion of the library, so the mix of outcomes need not match the whole.
SMILES,GLD-1 RNA inh,GSTO1 inh,MEX-5 binding,TPT1 inh,PAD4 FP inh,BCLXL inh,PME-1 primary,Fam108B inh,MCL1-BIM inh
Cc1ccc(N2CC(C(=O)Nc3cccnc3)CC2=O)cc1C (configuration not stated),3,2,-1.8,2,1,4,8,2,-1
O=C(NC1CCC(O)CC1)c1ccc2c(c1)S(=O)(=O)N=C1CCCCCN12 (configuration not stated),3,6,-1.4,-3,4,4,-6,-1,3
O=C(O)c1ccccc1C(=O)c1ccc(Sc2ccc(Cl)cc2)c([N+](=O)[O-])c1,0,5,-1.5,-4,3,3,14,1,6
O=C(Nc1ccc(F)c(Cl)c1)NC1CC1,1,2,0.9,-2,-5,1,1,4,4
O=C(O)c1ccc(N2C(=O)/C(=C/C=C/c3ccccc3)SC2=S)cc1,0,1,-2.7,5,-4,16,-7,-7,40*
CC(=O)Nc1ccc(Nc2cc(C(C)C)nc3c(-c4ccccc4)c(C)nn23)cc1,6,6,-2.2,1,4,7,10,7,3
COc1ccccc1N1CCN(CC(=O)NCC2CCCO2)CC1 (configuration not stated),7,-4,-2.4,-1,2,4,8,-5,4
C=CCN(c1ccccc1)S(=O)(=O)c1cccc(C(=O)Nc2ncccc2C)c1,4,11,3.9,-2,-2,1,1,1,4
Cc1ccc2[nH]c(=O)c(CN(CC3CCCO3)C(=S)Nc3ccccc3)cc2c1 (configuration not stated),-1,-1,2.2,-1,2,4,-4,-3,8
Cc1ccc(C(=O)CSc2nc3ccccc3c(=O)[nH]2)cc1C,2,2,-0.7,-7,-8,3,-5,-6,-1
COc1ccc(OCc2cc(C(=O)NC3CCOCC3)no2)c2ccccc12,5,23,-1.6,-1,-10,10,6,3,14
COc1ccccc1N(C)S(=O)(=O)c1ccc(C(=O)OCC(=O)N2CCC2)cc1,-4,-1,1.1,-5,3,-3,1,4,-14
CCOc1cc(/C=N/NC(=O)C(C)Sc2ccccc2)ccc1O (configuration not stated),0,10,0.1,0,-3,7,-1,2,3
Cc1ccsc1C(=O)OCc1nc2ccsc2c(=O)[nH]1,3,0,-1.0,-2,2,3,0,1,-5
COc1ccc2c(CC(=O)OCC(=O)Nc3ccc(S(N)(=O)=O)cc3)coc2c1,2,5,2.4,0,2,-1,-3,-3,1
CC(C)c1ccc(CCNC(=O)c2cccc(S(=O)(=O)N3CCN(C)CC3)c2)cc1,1,-4,0.1,-1,-1,-1,6,1,2
CC(C)NC(=S)N1CCC(Cc2ccccc2)CC1,7,5,-0.3,3,1,3,-4,2,7
CS(=O)(=O)c1ccc2nc(NC(=O)CC3CCCC3)sc2c1,0,0,-3.1,3,-2,6,-4,-4,6
COc1ccc(S(=O)(=O)NC(C(C)C)C(C)C)cc1OC,-8,2,3.1,0,-5,0,-1,-2,-7
COc1cc(C(=O)NCCCNc2nc3cc(C)c(C)cc3cc2C#N)cc(OC)c1OC,-1,-2,-0.2,0,0,4,-1,1,0
CCOC(=O)CN(C(=O)CSc1nnc2c(n1)[nH]c1ccc(OC)cc12)c1ccc(F)cc1,11,-3,-1.2,1,-4,18,-9,-4,4
CCOC(=O)c1cnc2c(C)c(-c3ccccc3)[nH]n2c1=O,-1,2,2.7,1,1,0,-10,1,-4
CC1=C(C)C(=O)N(CCC(=O)O)C1=O,-2,1,0.0,1,2,1,1,-2,4
CCOC(=O)C1=C(C)N=C2SCCC(=O)N2[C@@H]1c1cccs1,-2,-16,1.8,-1,3,-1,8,1,5
O=S(=O)(Nc1nnc(C(F)(F)F)s1)c1ccc(Cl)cc1,9,0,1.4,-1,0,5,3,0,8

# The results go on:
SMILES,GLD-1 RNA inh,GSTO1 inh,MEX-5 binding,TPT1 inh,PAD4 FP inh,BCLXL inh,PME-1 primary,Fam108B inh,MCL1-BIM inh
Cc1ccc(CCNC(=O)c2nc(CS(=O)(=O)c3ccc(Cl)cc3)no2)cc1,5,3,0.9,-2,0,0,-3,-1,2
COc1ccc(/C=C/C(=O)ONC2=NCCCCC2)cc1OC,2,6,-0.4,-3,1,7,-1,-2,6
Cc1cc(-c2csc(N)n2)c(C)n1Cc1ccccc1,4,4,-2.0,6,-12,11,-3,1,7
O=C(Nc1ccn(Cc2ccccc2F)n1)c1ccc(COc2ccccc2Cl)cc1,4,-10,-2.1,0,-14,1,-26,-25,3
COc1ccc(OC)c(-n2c(C)ccc2-c2ccc(S(C)(=O)=O)cc2)c1,-6,5,-0.5,-5,-8,4,2,1,4
Cc1ccc(N/N=C(\Cc2nc3ccccc3[nH]2)c2ccccc2)cc1,-2,9,x,3,1,5,0,5,1
Cc1ccc2[nH]c3c(=O)n(CC(=O)N4CCN(C)CC4)ncc3c2c1,-6,-3,0.1,3,0,-1,0,4,-4
COc1ccc(NC(=O)CN2CCC(NC(=O)c3ccco3)CC2)c([N+](=O)[O-])c1,10,1,-1.4,-1,0,4,2,1,5
CC(C)c1nc(NCCO)c(C#N)c2c1CCCC2,4,-6,2.1,-5,-1,5,2,-5,-3
Cc1ccc(OCCCCCCN2CCNCC2)cc1,-2,5,4.0,-2,-3,-1,2,-1,1
OCCC1CN(Cc2nc(-c3ccccc3)cs2)CCN1C1CCCC1 (configuration not stated),-7,4,1.1,3,-1,3,5,3,3
CCCN(CC1CC1)C(=O)COC(=O)c1oc2ccc(OCC)cc2c1C,4,x,x,x,0,6,3,x,4
COCCN(C(=O)CCc1ccccc1OC)c1nnc(-c2cccnc2)s1,5,2,0.0,-4,6,10,3,4,13
Cn1c(=O)c2c(nc(CN3CCOCC3)n2CC(O)CO)n(C)c1=O (configuration not stated),6,-2,-2.9,-1,-5,1,1,2,-9
O=C(O)/C=C/C(=O)Nc1ccccc1C(=O)OCC(=O)c1ccc2c(c1)OCCO2,6,1,x,-3,4,1,4,4,3
CCCCSCc1nc2ccccn2c1Br,0,1,-0.7,-2,0,13,-4,7,7
O=C(Cn1nnc(-c2ccc(Cl)cc2)n1)NCCC1=CCCCC1,3,4,-2.3,-1,0,3,-4,-4,-3
Cc1nn(Cc2ccccc2)c(C)c1NC(=O)CCCn1nc(C)c([N+](=O)[O-])c1C,4,-1,-0.1,2,2,4,0,5,0
CC(C)NC(=O)NC(=O)COC(=O)c1cccc(OC(F)F)c1,8,-1,-0.6,-1,-3,1,-3,-6,-8
O=C(O)C1=C[C@@H](c2csc3ccccc23)C[C@@H](OCCCCO)O1,-8,2,1.5,2,-4,2,-3,-1,0
NC(=S)N=Nc1c(O)[nH]c2c(Br)cc(Br)cc12,0,39*,-1.5,0,1,9,5,-9,10
Cc1oncc1-c1cn2ccccc2n1,0,-1,3.6,-4,-1,12,-8,-4,2
CC1(C)Cc2nc3oc4c(N5CCOCC5)ncnc4c3cc2CO1,-3,7,0.7,0,0,3,1,0,1
O=C(Nc1ccccc1Oc1cccnc1)C1CCCN(Cc2ccccc2O)C1 (configuration not stated),3,2,-0.5,-4,-2,6,-1,9,10
Cc1ccc(S(=O)(=O)NC(C)CCc2ccccc2)cc1 (configuration not stated),4,8,0.5,-3,-3,4,9,2,3

# (further entries)
SMILES,GLD-1 RNA inh,GSTO1 inh,MEX-5 binding,TPT1 inh,PAD4 FP inh,BCLXL inh,PME-1 primary,Fam108B inh,MCL1-BIM inh
Cc1ccc(/C=C/c2ccc3cccc(O)c3n2)s1,-8,16,-0.6,20,-5,-2,1,1,0
O=C(CN(C(=O)c1csnn1)c1ccc2c(c1)OCCO2)NCc1ccccc1,9,-1,1.5,-2,1,6,1,2,10
CC1(c2nnc(Cc3ccccc3)o2)CC(c2ccc(C#N)cc2)=NO1 (configuration not stated),0,11,0.1,0,-3,2,1,-3,7
CCN(CC)c1ccc(/C=N/NC(=O)c2nnn(-c3nonc3N)c2C(C)C)c(O)c1,-5,-2,-7.9,2,8,3,17,6,7
O=C(CCCOC(=O)c1ccc(O)cc1O)c1ccccc1,13,x,x,x,-4,19,-2,x,16
CCc1cccc(C)c1NC(=S)N(CCN(C)C)C(C)c1cccnc1 (configuration not stated),-1,4,2.4,1,-5,4,1,8,9

# Rewritten tab-delimited: part of the list above.
SMILES	GLD-1 RNA inh	GSTO1 inh	MEX-5 binding	TPT1 inh	PAD4 FP inh	BCLXL inh	PME-1 primary	Fam108B inh	MCL1-BIM inh
CCCCSCc1nc2ccccn2c1Br	0	1	-0.7	-2	0	13	-4	7	7
O=C(Cn1nnc(-c2ccc(Cl)cc2)n1)NCCC1=CCCCC1	3	4	-2.3	-1	0	3	-4	-4	-3
Cc1nn(Cc2ccccc2)c(C)c1NC(=O)CCCn1nc(C)c([N+](=O)[O-])c1C	4	-1	-0.1	2	2	4	0	5	0
CC(C)NC(=O)NC(=O)COC(=O)c1cccc(OC(F)F)c1	8	-1	-0.6	-1	-3	1	-3	-6	-8
O=C(O)C1=C[C@@H](c2csc3ccccc23)C[C@@H](OCCCCO)O1	-8	2	1.5	2	-4	2	-3	-1	0
NC(=S)N=Nc1c(O)[nH]c2c(Br)cc(Br)cc12	0	39*	-1.5	0	1	9	5	-9	10
Cc1oncc1-c1cn2ccccc2n1	0	-1	3.6	-4	-1	12	-8	-4	2
CC1(C)Cc2nc3oc4c(N5CCOCC5)ncnc4c3cc2CO1	-3	7	0.7	0	0	3	1	0	1
O=C(Nc1ccccc1Oc1cccnc1)C1CCCN(Cc2ccccc2O)C1 (configuration not stated)	3	2	-0.5	-4	-2	6	-1	9	10
Cc1ccc(S(=O)(=O)NC(C)CCc2ccccc2)cc1 (configuration not stated)	4	8	0.5	-3	-3	4	9	2	3
Cc1ccc(/C=C/c2ccc3cccc(O)c3n2)s1	-8	16	-0.6	20	-5	-2	1	1	0
O=C(CN(C(=O)c1csnn1)c1ccc2c(c1)OCCO2)NCc1ccccc1	9	-1	1.5	-2	1	6	1	2	10
CC1(c2nnc(Cc3ccccc3)o2)CC(c2ccc(C#N)cc2)=NO1 (configuration not stated)	0	11	0.1	0	-3	2	1	-3	7
CCN(CC)c1ccc(/C=N/NC(=O)c2nnn(-c3nonc3N)c2C(C)C)c(O)c1	-5	-2	-7.9	2	8	3	17	6	7
O=C(CCCOC(=O)c1ccc(O)cc1O)c1ccccc1	13	x	x	x	-4	19	-2	x	16
CCc1cccc(C)c1NC(=S)N(CCN(C)C)C(C)c1cccnc1 (configuration not stated)	-1	4	2.4	1	-5	4	1	8	9

# Screening data deposited in PubChem BioAssay by several laboratories.
